# Bioassay records from PubChem.
# hIAP activ: human IAP activation | P09923 | purified human IAP, CDP-Star luminescence, 30 min; stronger effect = higher value; 1 = vehicle-only enzyme, 0 = enzyme-free background | activation factor at 10 µM | 330,000 compounds, 0.16% hits | AID 2524;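 active means activation factor of the enzyme at least 2-fold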; further: the source names both 10 and 20 µM as test concentration; values of inactives mirror those of a sister screen read the other way
# Target sequence (P09923 whole entry, looked up): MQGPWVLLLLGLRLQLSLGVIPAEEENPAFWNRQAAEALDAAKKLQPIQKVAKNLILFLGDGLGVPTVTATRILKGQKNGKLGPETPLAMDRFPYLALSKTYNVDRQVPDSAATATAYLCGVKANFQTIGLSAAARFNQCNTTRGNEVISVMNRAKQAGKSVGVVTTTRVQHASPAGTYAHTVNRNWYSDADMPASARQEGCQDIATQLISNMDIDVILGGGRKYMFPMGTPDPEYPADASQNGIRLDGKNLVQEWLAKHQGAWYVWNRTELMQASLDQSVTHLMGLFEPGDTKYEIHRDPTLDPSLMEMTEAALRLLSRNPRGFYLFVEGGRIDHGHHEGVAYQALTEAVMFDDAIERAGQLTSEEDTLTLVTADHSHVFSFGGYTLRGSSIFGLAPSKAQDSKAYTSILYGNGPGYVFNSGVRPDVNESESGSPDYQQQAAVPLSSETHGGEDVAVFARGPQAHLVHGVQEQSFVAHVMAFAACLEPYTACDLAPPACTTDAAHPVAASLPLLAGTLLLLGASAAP
# mIAP inh: blocks mouse intestinal alkaline phosphatase; AID 2806; purified mouse IAP, CDP-Star luminescence, 30 min; inhibition, % at 10 µM; 330,000 compounds, 0.2% hits;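 active means inhibition of at least 40% at 10 µM in the primary screen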;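 further: plate controls were DMSO with enzyme for no effect and no enzyme wells for full effect; values of inactives mirror those of a sister screen read the other way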
# SENP1 inh: inhibitors of human SENP1 SUMO protease catalytic domain; AID 624204; recombinant SENP1 catalytic domain, CyPet-SUMO1-YPet FRET cleavage; inhibition, % at 10 µM; 360,000 compounds, 0.21% hits; Q9P0U3;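 active means inhibition at least 30% at 10 µM, raw YFP signal under a set limit, fluorescence ratio 0.5 to 1.5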;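 further: 0% = enzyme with DMSO and 100% = no enzyme wells; some results filed as inactive read as strong as hits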
# Target sequence (Q9P0U3 419-644 limits assumed): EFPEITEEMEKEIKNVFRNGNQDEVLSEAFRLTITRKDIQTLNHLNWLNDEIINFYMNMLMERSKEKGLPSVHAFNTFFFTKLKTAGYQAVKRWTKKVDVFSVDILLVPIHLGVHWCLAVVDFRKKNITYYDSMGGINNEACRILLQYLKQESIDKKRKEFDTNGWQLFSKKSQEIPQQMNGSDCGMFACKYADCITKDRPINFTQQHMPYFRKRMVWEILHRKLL
#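 system = hSENP1 catalytic domain, recombinant | reagent = SFCypet-SUMO1-SFYpet substrate at 25 nM | doses = one dose per compound, 10 µM, 0.5% DMSO | incubation = enzyme reaction for 50 min at room temperature, dark | measured by = FRET, CFP and YFP emission | controls = no-enzyme low, enzyme-DMSO high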
# NALP3 yeast inh: NALP3 inhibition in yeast | Yeast reconstituted NLRP3/ASC/caspase-1, beta-gal luminescence, 24 h | inhibition, % at 10 µM | 330,000 compounds, 0.39% hits | AID 2825;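 active means inhibition of 50% or more; inactive means inhibition below 50%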;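 further: plate controls were induced DMSO wells for no effect and uninduced yeast grown without galactose for full effect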
# hIAP block: human IAP inhibition. P09923. purified IAP, CDP-Star luminescence, 30 min. inhibition, % at 10 µM. 330,000 compounds, 0.12% hits;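 active means inhibition reaching a set limit with compound at 10 µM in the primary screen, cut at about 35% in these data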;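 further: plate controls were DMSO wells with enzyme for no effect and no-enzyme buffer wells for full effect; values of inactives mirror those of a sister screen read the other way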
# MIN6 prolif: induces beta-cell replication in MIN6 cells; MIN6 cells proliferation, ATPlite luminescence, 48 h; cells starved in 0.2% serum; 100% = growth in 10% serum; proliferation, % at 10 µM; 330,000 compounds, 0.29% hits;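 active means compounds whose signal lies at least 3.5 SD above the mean of all wells on their plate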;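 further: 0% = DMSO-treated cells in low-serum medium and 100% = 10% serum control; some compounds called inactive have numbers as strong as hits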
# mIAP activ: increases mouse intestinal alkaline phosphatase activity; muIAP, CDP-Star luminescence, 30 min; stronger effect = higher value; 1 = vehicle-only enzyme signal, 0 = enzyme-free wells; 330,000 compounds, 0.24% hits; activation factor at 10 µM;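 active means activation factor of at least 2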; further: the source names both 10 and 20 µM as test concentration; values of inactives mirror those of a sister screen read the other way
#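 Assay system: mouse IAP enzyme; reagent: chemiluminescent substrate CDP-Star; dosing: test compounds delivered from DMSO solution; schedule: 30 min at room temperature; measured by: luminescence from enzymatic CDP-Star hydrolysis; controls: DMSO-only wells and no-enzyme negative control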
# APOBEC3A inh: blocks human APOBEC3A ssDNA deamination; P31941; recombinant A3A, FAM/TAMRA ssDNA deamination fluorescence; inhibition, % at 20 µM; 330,000 compounds, 0.41% hits; AID 493011;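 active means at least 40% inhibition at 20 µM here, with at most 30% in a related deaminase screen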;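 further: plate controls were A3A with DMSO for no effect and wells lacking A3A enzyme for full effect; some results filed as inactive read as strong as hits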
# Target sequence (P31941 whole entry, looked up): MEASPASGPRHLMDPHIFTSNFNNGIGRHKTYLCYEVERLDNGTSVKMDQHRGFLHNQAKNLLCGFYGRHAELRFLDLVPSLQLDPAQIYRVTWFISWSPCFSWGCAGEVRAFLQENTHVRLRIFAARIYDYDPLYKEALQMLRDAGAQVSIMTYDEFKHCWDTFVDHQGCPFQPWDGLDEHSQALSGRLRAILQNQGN
# APOBEC3G inh: inhibitors of human APOBEC3G DNA deaminase | recombinant A3G, ssDNA deamination FAM/TAMRA fluorescence | 330,000 compounds, 0.28% hits | Q9HC16 | inhibition, % at 20 µM;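 active means inhibition of at least 40% at 20 µM, with no more than 30% in the related APOBEC3A deaminase screen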;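 further: plate controls were DMSO wells with A3G for no effect and wells lacking A3G enzyme for full effect; some compounds called inactive have numbers as strong as hits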
# * marks the source's active call; other numbers are inactive results; ! = not confirmed by another sample.
# Preview (2 entries):
SMILES,hIAP activ,mIAP inh,SENP1 inh,NALP3 yeast inh,hIAP block,MIN6 prolif,mIAP activ,APOBEC3A inh,APOBEC3G inh
CCOc1cc2[nH]c(=S)n(CCCC(=O)NCc3ccco3)c(=O)c2cc1OCC,1.2,7,0,9,-21,-2,0.93,1,-2
CC(OC(=O)c1cc(S(=O)(=O)Nc2ccc(F)cc2)ccc1Cl)C(=O)Nc1ccc2c(c1)OCCO2 (stereo not given),1,10,0,11,-2,0,0.9,-4,-8

# Main list, previewed entries included:
SMILES,hIAP activ,mIAP inh,SENP1 inh,NALP3 yeast inh,hIAP block,MIN6 prolif,mIAP activ,APOBEC3A inh,APOBEC3G inh
CCOc1cc2[nH]c(=S)n(CCCC(=O)NCc3ccco3)c(=O)c2cc1OCC,1.2,7,0,9,-21,-2,0.93,1,-2
CC(OC(=O)c1cc(S(=O)(=O)Nc2ccc(F)cc2)ccc1Cl)C(=O)Nc1ccc2c(c1)OCCO2 (stereo not given),1,10,0,11,-2,0,0.9,-4,-8
O=C(c1ccccc1)N1CCN(C2CCCCCC2)CC1,0.71,-9,0,10,29,-1,1.1,5,0
CC(C)C(=O)OCC(=O)NCc1ccccc1Cl,0.89,2,-1,9,11,-1,0.98,6,-3
CCOc1ccc(NC(=S)N(Cc2ccc(Cl)cc2)Cc2ccco2)cc1,1,-17,1,8,0,-5,1.2,-1,-1
Cc1ccc(N=C2SCCCN2C(=O)c2cccc(N3C(=O)CCC3=O)c2)cc1Cl,1.2,-3,0,24,-22,-3,1,-2,-8
NC(=O)C1CCN(CC(O)CSc2ccc(F)cc2)CC1 (stereo not given),0.77,4,4,4,23,-2,0.96,-4,-9
O=C(Nc1c2c(nn1-c1ccc(F)cc1)CS(=O)(=O)C2)C12CC3CC(CC(C3)C1)C2,0.86,-4,1,-9,14,-2,1,-1,-7
COc1ccccc1OCC(=O)Nc1ccc(-c2nnc(-c3ccco3)o2)cc1,0.95,7,1,2,5,-1,0.93,1,-6
COC(=O)c1c(NC(=O)CN2CCN(c3cccc(Cl)c3)CC2)sc(C)c1C,0.91,9,1,1,9,-3,0.91,0,-1
COc1ccc(CCN2C(=O)CC(Cc3cccc(C)c3)C2=O)cc1OC (stereo not given),0.99,5,0,15,1,7,0.95,3,-3
CCN(Cc1nc(-c2ccc(OC)c(OC)c2)no1)C(=O)c1ccoc1C,0.92,-1,-2,15,8,1,1,-7,-10
CC(C)Oc1cccc(C(=O)C2CCCN(C(=O)c3cncs3)C2)c1 (stereo not given),1.1,-2,2,2,-13,-5,1,-2,-1
CN(C(=O)c1cccc(C(F)(F)F)c1)C1CCCc2ccccc21 (stereo not given),1,1,-2,17,-4,0,0.99,1,-12
COc1ccccc1Nc1ncc(C(=O)N2CCN(Cc3ccc(OC)c(OC)c3OC)CC2)c2ccccc12,1.1,-12,-2,4,-12,-1,1.1,-1,1
O=C(Nc1cccc(N2CCCC2)c1)c1cccs1,1.3,14,-20,9,-26,-2,0.86,-7,-5
CN1Cc2c(N)cccc2C(c2ccccc2)C1 (stereo not given),1.1,-7,74*!,15,-8,1,1.1,5,-3
CC(=O)N1CCN(C(=O)C2(NC(=O)Nc3cccc(F)c3)CCCCC2)CC1,0.99,-6,1,15,1,0,1.1,-2,-1
O=c1[nH]c(Cc2cccs2)nc2ccccc12,1.2,3,1,13,-17,2,0.97,5,-2
CC(C)C(=O)Nc1ccccc1Cc1ccccc1,1,-10,1,-8,0,4,1.1,0,0
CCN(CC)C1=CC(=O)OC12CCCCC2,0.98,8,-2,1,2,-2,0.93,-4,-7
O=C(Nc1nc2ccccc2[nH]1)c1ccc(S(=O)(=O)N2CCOCC2)cc1,1.2,15,12,6,-22,-2,0.85,-3,-8
N#Cc1ccccc1S(=O)(=O)N1CCN(C(=O)C2CCCC2)CC1,1,-4,1,3,-4,-2,1,0,-1
Cc1ccc(-c2nn3c(-c4ccco4)nnc3c3ccccc23)cc1S(=O)(=O)NCC1CCCO1 (stereo not given),1,5,0,-13,-3,-2,0.95,3,-4
O=C(NCc1ccc(F)cc1)c1cc(S(=O)(=O)N2CCCCC2)c[nH]1,1.1,-11,0,10,-6,-3,1.1,-3,-6
CCC(C)Cn1c(C(C)O)nc2ccccc21 (stereo not given),1.1,5,2,13,-8,-2,0.95,-4,-2
CCS(=O)(=O)Nc1cccc(-c2nc3cccnc3s2)c1C,1.2,1,1,7,-16,-1,0.99,-1,2
CC(=O)c1ccc(S(=O)(=O)N2CCCC2)cc1,0.87,3,4,13,13,0,0.97,1,-2
COc1ccccc1CN1CC(C(=O)N(Cc2cnn(C)c2)C(C)C)CCC1=O (stereo not given),1.3,10,1,9,-26,-1,0.91,-4,-6
C=C(CC[C@@H](O)C(C)(C)O)[C@H]1CC[C@]2(C)[C@@H]1CCC1[C@@]3(C)CCC(=O)C(C)(C)C3CC[C@]12C (stereo not given in full),1.1,10,1,54*,-8,-6,0.9,0,6
COc1ccc(C(=O)Cn2cnc3ccccc3c2=O)c(OC)c1,1,3,-1,21,-1,-1,0.97,-2,-7
Cc1c(C(=O)N2CCCC2)nnn1-c1nonc1N,0.94,20,0,10,6,-2,0.8,-1,-2
CCCn1nc(C(=O)NC2CCCc3ccccc32)c2ccccc2c1=O (stereo not given),1.1,1,0,12,-8,0,0.99,2,-7
O=C(c1cccc([N+](=O)[O-])c1)N1CCN(c2ncccn2)CC1,0.99,-7,2,6,1,3,1.1,1,3
CC(=O)Nc1ccc(S(=O)(=O)N2CCC(n3cnc4cc(F)ccc43)CC2)cc1,1,0,0,7,-5,1,1,-4,-4
Cc1ccc(CNC(=O)c2ccc(Br)o2)cc1,0.94,-8,2,37,6,-2,1.1,6,16
Cc1[nH]c2ccc(F)cc2c1CCN1C(=O)OC(C)(C)C1(C)O (stereo not given),0.98,-12,-1,-5,2,-1,1.1,3,-2
CCCN1CCN(CCCNC(=O)CN2C(=O)COc3ccccc32)CC1,1,-1,1,6,-3,-2,1,-3,-6
COc1ccc(/C=N/Nc2ncnc3sc(C)c(C)c23)cc1,1.5,-6,0,6,-46,-1,1.1,2,-2
CC1=NN2C(=N)/C(=C\c3cc(C)n(-c4ccc(C)cc4)c3C)C(=O)N=C2S1,1,5,-50,10,-2,-2,0.95,5,-1
Cn1c(-c2ccc(Br)o2)nc2cc(Br)ccc21,1.2,0,-35,31,-19,-5,1,1,20
N#Cc1ccccc1S(=O)(=O)N1CCN(c2nc(-c3cccnc3)nc3ccccc23)CC1,0.88,4,-12,12,12,-4,0.96,3,-5
COc1ccc(Br)cc1CNc1ccc(S(N)(=O)=O)cc1,0.85,-12,0,7,15,0,1.1,1,-6
CCc1ccc(S(=O)(=O)NCC(O)COc2ccc(OC)cc2)cc1 (stereo not given),1.1,-6,1,-1,-8,2,1.1,-1,-3
O=C1CN(c2ccc(Cl)cc2)C(=O)CN1NC(=S)Nc1ccc(Cl)cc1,0.94,10,2,-15,6,0,0.9,-4,-8
CC(C)(C)OC1NS(=O)(=O)OCC1NCOC(Cl)(Cl)Cl (stereo not given),1.2,-6,-5,24,-25,-8,1.1,4,25
COc1cc(CN2CCN(C(=O)c3ccccc3F)CC2)cc(OC)c1OC,0.93,-2,1,19,7,-2,1,-3,-8
CC(=O)c1nc2ccccc2n1S(=O)(=O)c1ccc(C)cc1,0.95,5,-24,-13,5,-2,0.95,1,-5
CCOc1cc(C(=O)NCc2ccc(C)cc2)ccc1OCC(=O)N1CCOCC1,1.1,-4,0,15,-12,-3,1,16,-1
COc1ccc(C)cc1C(=O)CCC(=O)Nc1ccccc1N1CCOCC1,0.99,-4,-4,10,1,-1,1,-3,-2
COc1cccc(OC)c1C(=O)Nc1sc2c(c1C(N)=O)CCCC2,1.1,16,-9,5,-10,-4,0.84,0,-7
CCOC(=O)C1CCN(C(=O)c2cc3cc(Br)ccc3oc2=O)CC1,1.1,-10,0,11,-12,-2,1.1,2,0
CC1=C(C(=O)OCc2ccccc2)C(/C=C/c2ccccc2)NC(=S)N1 (stereo not given),0.91,8,1,26,9,0,0.92,-2,-5
COc1ccc(N(CC(=O)Nc2ccccc2C(=O)N2CCCC2)S(=O)(=O)c2ccccc2)cc1,1.2,-3,1,-6,-21,1,1,-2,-1
CC(C)(C)NC(=O)CN(Cc1cccs1)C(=O)CN1C(=O)C(=O)c2ccccc21,0.97,-8,3,12,3,0,1.1,-2,-8
CN(C(=O)COC(=O)c1cc(=O)[nH]c2ccccc12)c1c(N)n(Cc2ccccc2)c(=O)[nH]c1=O,1,0,0,12,-2,-3,1,0,-2
COc1ccc(C)cc1Nc1cc(C)nc2nc(C)nn12,1.2,4,-1,-2,-22,-5,0.96,0,-6
N#Cc1cc2c(nc1SCC1COc3ccccc3O1)CCC2 (stereo not given),0.98,5,-1,0,2,1,0.95,1,-4
COc1ccc(CN(C(=S)Nc2ccccc2)C2CC(=O)N(c3ccc(Cl)cc3)C2=O)cc1 (stereo not given),1.1,4,2,9,-12,-3,0.96,-6,-8
COc1ccc(NC(=O)NC(C)c2ccc3c(c2)OCO3)c(OC)c1 (stereo not given),1,-8,3,-5,-3,0,1.1,-3,-4

# Other entries.
SMILES,hIAP activ,mIAP inh,SENP1 inh,NALP3 yeast inh,hIAP block,MIN6 prolif,mIAP activ,APOBEC3A inh,APOBEC3G inh
COc1cccc(C(=O)C[n+]2cccc3cc(OC)ccc32)c1,0.96,7,-22,10,4,0,0.93,-5,-3
COc1ccccc1OCC(=O)NNC(=O)Nc1ccccc1,1,-4,0,-8,-2,2,1,-3,-4
CCCCOC(=O)c1ccc(NC(=S)NC(=O)c2ccco2)cc1,0.8,22,-2,22,20,-7,0.78,-1,7
CC(=O)N1CC(C)Sc2ccc(S(=O)(=O)NC(C)c3ccccc3)cc21 (stereo not given),1.1,-7,-1,7,-5,-3,1.1,-2,-1
CC(=O)N1CCc2cc(Br)cc(S(=O)(=O)N3CCN(c4ccccn4)CC3)c21,0.97,1,2,12,3,0,0.99,-1,-2
CC(=O)Nc1ccc(NC(=O)CSc2ccc([N+](=O)[O-])cn2)cc1,1,-7,2,-1,-3,0,1.1,-4,-6
Cc1cc(OC(C)C(=O)NCCCn2ccnc2)c2c(C)cc(=O)oc2c1 (stereo not given),1.1,3,1,3,-6,1,0.97,-1,-5
O=C(CN1CCN(C(=O)c2cccc(S(=O)(=O)N3CCCC3)c2)CC1)Nc1ccc(F)cc1,1,-3,2,8,-2,-6,1,2,-8
N#CC(C#N)=C1NC2(CCCCC2)Cc2ccccc21,0.84,6,-2,1,16,5.2*,0.94,0,-12
C/C(CC(=O)Nc1c(C)cc(C)cc1C)=N\NC(=O)Cc1ccccc1,0.98,4,0,11,2,0,0.96,-2,-7
COc1cc(-c2nc3cc(C)ccn3c2NC2CCCCC2)ccc1-c1ccc(C(C)=O)cc1,0.99,7,25,18,1,-9,0.93,1,-8
O=S(=O)(c1ccc(F)cc1)N1CCN(S(=O)(=O)c2ccc3c(c2)OCCO3)CC1,0.85,-6,1,2,15,6,1.1,-1,0

# These rows are one share of the data; count on the stated rates, not on these rows.
